From PubChem
RORa activator = activators of human nuclear receptor RORA; 65,000 compounds, 1.5% hits; CHO-K1 Gal4-RORA LBD luciferase reporter, luminescence; percent increase over mock-subtracted basal signal; activation, % at 10 µM; AID 560;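 active = activation above the mean of all tested compounds plus 3 SD, cut at about 49% in these data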;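 note: 0% = DMSO-treated RORA cells and 100% = added signal equal to DMSO minus mock-transfected cells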
D1 mod = allosterically modulates the human D1 dopamine receptor | HEK293 D1, CRE-luciferase, dopamine EC30 potentiation; actives deviate in either direction | B-score at 10 µM | 58,000 compounds, 5.9% hits;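 active = luminescence count or its row- and column-corrected plate score outside the 99.7% band of the plate's sample wells, on either side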
TNAP act mid DEA = activates human TNAP at intermediate phosphate acceptor concentration; P05186; purified TNAP, CDP-star luminescence, 100 mM DEA, 30 min; stronger effect = higher value; scale: 0 levamisole-inhibited, 1 vehicle-only enzyme; activation factor at 20 µM; 64,000 tested, under 10 active;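 active = activation factor of at least 2 at 20 µM, relative to controls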
Her2 expr inh = Her2 kinase expression inhibition; 65,000 compounds, 0.69% hits; SKBR-3 HER2 protein level, AlphaScreen, 18-24 h; stronger effect = lower value; HER2 level % of control, % at 10 µM;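 active = HER2 level under 5% of the carrier-only control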;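 note: 100% = DMSO carrier and 0% = 500 nM PU-H71 HSP90 inhibitor; lower value means stronger loss of Her2 protein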
DUSP1 inh = human dual specificity phosphatase 1 inhibition; inhibition, %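 (compounds tested at a single concentration somewhere between 10 and 100 µM)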; recombinant MKP-1, OMFP hydrolysis fluorescence; AID 374; 65,000 compounds, 0.15% hits; P28562;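 active = inhibition above about 50%, limit read from the data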;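 note: 0% = DMSO max control wells and 100% = wells with enzyme stopped by NaOH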
SF-1 act = activates the human nuclear receptor SF-1 | AID 522 | Q13285 | activation, % at 10 µM | CHO-K1 Gal4-SF-1 LBD luciferase reporter; % increase over DMSO SF-1-specific signal | 65,000 compounds, 1.9% hits;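 active = activation above the mean activation of all tested compounds plus 3 SD, cut at about 50% in these data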
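Material: CHO-K1 cells with Gal4–hSF-1 LBD chimera plus Gal4-driven luciferase / Input: 4,000 CHO-K1 cells per well / Incubation: compound exposure 20 h at 37 °C / Signal: luminescence read 15 min after SteadyLite luciferase reagent, after room-temperature equilibration / Read-out: percent activation versus DMSO / Benchmarks: DMSO negative control and −SF1 background wells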
Hsp90 inh = displaces geldanamycin probe from tumor Hsp90. P07900. NCI-N417 lysate Hsp90, Cy3B-geldanamycin FP displacement. inhibition, % at 30 µM. 64,000 compounds, 0.35% hits. AID 429;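 active = inhibition above 50%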;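 note: 0% = tracer plus lysate wells and 100% = tracer alone without lysate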
FXIIa mix inh = blocks human factor XIIa in pooled compound mixtures; inhibition, % at 5 µM; 62,000 compounds, 0.2% hits; purified FXIIa, fluorogenic substrate; AID 684; in the data active = inhibition above about 20%, passing the limit was not always enough;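 note: 0% = enzyme without compound and 100% = no enzyme blank; some results filed as inactive read as strong as hits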
Cdc25B block = inhibitors of human Cdc25B phosphatase; P30305; recombinant Cdc25B, OMFP fluorescence Ex485/Em525; inhibition, %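 (compounds tested at 10 µM final in the well)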; 65,000 compounds, 0.1% hits; AID 368; in the data active = inhibition above about 50%
Target sequence (P30305 whole entry, looked up): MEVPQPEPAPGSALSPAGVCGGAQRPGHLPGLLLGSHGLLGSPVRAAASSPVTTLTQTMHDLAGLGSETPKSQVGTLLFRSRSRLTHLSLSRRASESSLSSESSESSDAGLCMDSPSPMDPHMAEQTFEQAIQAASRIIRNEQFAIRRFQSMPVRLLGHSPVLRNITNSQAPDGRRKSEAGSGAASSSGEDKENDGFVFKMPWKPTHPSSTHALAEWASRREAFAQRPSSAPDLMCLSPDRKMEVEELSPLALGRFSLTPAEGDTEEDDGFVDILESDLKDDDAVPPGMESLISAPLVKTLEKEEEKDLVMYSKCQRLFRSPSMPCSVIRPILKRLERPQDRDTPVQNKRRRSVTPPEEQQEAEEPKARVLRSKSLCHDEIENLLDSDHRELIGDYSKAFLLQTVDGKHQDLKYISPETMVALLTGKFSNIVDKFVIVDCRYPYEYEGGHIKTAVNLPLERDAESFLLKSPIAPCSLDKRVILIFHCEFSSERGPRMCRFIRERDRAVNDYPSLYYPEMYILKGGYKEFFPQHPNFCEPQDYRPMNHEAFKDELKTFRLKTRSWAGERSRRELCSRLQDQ
The depositor's hits bear a star; . = not tested or not shown.

SMILES	RORa activator	D1 mod	TNAP act mid DEA	Her2 expr inh	DUSP1 inh	SF-1 act	Hsp90 inh	FXIIa mix inh	Cdc25B block
COc1ccc(OCc2nnc(SCC(N)=O)n2-c2ccccc2OC)cc1	0	-0.2	0.9	107	21	-5	-1	36	-2
CCOC(=O)N1CCN(C(=O)c2sc3nc(-c4ccc(F)cc4)cn3c2C)CC1	5	.	1	96	21	1	-4	11	-33
COc1ccc(-c2nc(C#N)c(NCC3CCCO3)o2)cc1OC (configuration not stated)	53*	3.8*	1	103	23	19	-1	-21	6
COc1cc(-c2nnc(SCC(=O)c3ccc(C)cc3)o2)cc(OC)c1OC	-2	0.15	0.9	96	23	2	2	9	4
COc1cccc(C2CC(c3ccccc3Cl)n3nc(N)nc3N2)c1 (configuration not stated)	-13	.	1	70	-11	-1	0	.	-5
CCC(NC(=O)Nc1nccs1)(C(F)(F)F)C(F)(F)F	0	0.47	1	103	-35	6	5	.	-27
CC(=O)c1ccc(OCC(O)CN2CCN(CCO)CC2)cc1 (configuration not stated)	-15	-0.35	0.9	93	-3	9	-2	2	-3
Cc1ccc(/C(O)=C2\C(=O)C(=O)N(CCN(C)C)C2c2ccccc2F)cc1 (configuration not stated)	21	.	0.9	157	-3	8	1	0	-6
O=C(Nc1ccc(F)cc1F)N1CCCCC1c1cccnc1 (configuration not stated)	-8	0.076	0.9	213	3	-14	0	15	1
O=C(Nc1ccc(N2CCN(C(=O)c3ccco3)CC2)c(Cl)c1)c1cccs1	18	-1.3	0.9	38	22	18	-1	-8	-7
O=C(Nc1ccc(Br)c(Cl)c1)c1ccco1	76*	-0.71	1	10	1	92*	-6	9	-10
O=c1c2ccccc2n(Cc2ccc(Cl)cc2)c(=O)n1Cc1ccco1	-20	8.5*	0.9	62	13	6	-4	2	-8
CCOCCCNC(=O)c1[nH]c(C)c(C(C)=O)c1C	8	-0.095	0.9	124	8	6	-4	13	8
N#Cc1c(N)nc2c(c1-c1ccncc1)CCCCCC2	-9	0.54	.	69	-10	-2	-1	.	3
COc1ccc(-c2c(C)n([O-])c3c([n+]2=O)CCC3)cc1OC	-19	2.3*	1	123	6	4	-3	4	2
CCOc1ccc(C(=O)OCn2nnc3ccccc3c2=O)cc1OC	15	16*	0.9	117	31	-3	-3	-32	-2
Cc1cc(C)n(C(=O)CNc2cccc(Cl)c2C)n1	7	-0.86	0.9	102	3	-15	-4	4	-11
COc1ccc(-c2nc(C#N)c(N3CCN(c4ccccc4)CC3)o2)cc1	5	1.2	0.9	94	-15	2	0	7	3
Cc1cc(NC(=O)C2CC(=O)OC2c2ccccc2)no1 (configuration not stated)	-6	0.97	1	80	12	-1	4	1	-1
O=C(Cc1c(C(=O)O)[nH]c2ccccc12)NCCN1CCN(c2ccccc2F)CC1	-4	.	0.9	136	9	7	.	5	-1
O=C(CSc1nnc2sc3ccccc3n12)N1CCN(c2ccccc2)CC1	1	-0.76	1	101	1	19	-7	2	-6
CCN(CC)c1nc(C)c2c(c1C#N)CC(C)(C)OC2	-3	.	1	96	-41	-6	-3	.	-37
O=C(O)CSC(NC(=O)c1cccnc1)(C(F)(F)F)C(F)(F)F	-6	0.9	1	107	2	4	-1	6	-2
Cc1ccc(CN(C)CCc2ccccn2)cc1	4	-0.078	0.9	105	-3	2	-1	5	-10
Cc1ccc(Nc2nc(N)nc(CN3CCN(Cc4ccc5c(c4)OCO5)CC3)n2)c(C)c1	18	-2	0.9	98	25	5	-4	-27	4
Cc1ccc(S(=O)(=O)N2CCOCC2)cc1C(=O)N1CCOCC1	3	-0.042	0.9	101	9	4	-2	0	0
CC(C)C(=O)Nc1ccc2c(c1)nc1n2CCSC1	5	-0.25	0.8	106	-18	12	-4	5	-25
Cn1cccc1Cc1nnc(SCC(=O)Nc2ccc(F)cc2F)n1-c1ccc(F)cc1	1	1	0.8	82	-4	-2	-3	-6	-7
CCc1ccc(NC(=O)c2cnc3n(c2=O)CCS3)cc1	40	-2.5	0.9	64	12	50*	0	4	-1
c1ccc(Nc2nc3ccccc3[nH]2)nc1	79*	-0.54	1.2	52	3	55*	1	10	9
N/C(CC(=O)NCCOc1ccccc1)=N\O	2	-0.84	1	78	3	-23	-4	-5	0
COc1cccc(-c2cc(C(=O)NCc3ccc(Cl)cc3)no2)c1	-9	0.21	0.9	86	6	2	-2	-21	-1
O=C(Nc1cccnc1N1CCOCC1)c1cc2ccccc2oc1=O	9	4.2*	0.9	47	3	4	.	-6	-14
CN1C(=O)N(C)C2C1N(C)S(=O)(=O)N2C (configuration not stated)	-7	0.16	1	99	26	-11	0	7	7
CN(C)C(=O)c1nnc(Cc2ccc(Cl)cc2)o1	0	-0.29	0.9	90	1	0	-1	1	-3
O=C(CCCn1c(SCC(=O)NC2CCCC2)nc2ccccc2c1=O)NCC1CCCO1 (configuration not stated)	0	0.38	0.9	89	1	-2	-1	1	-20
Cc1noc(NS(=O)(=O)c2ccc(N3C(=O)c4ccccc4C3=O)cc2)c1C	-8	1.9	0.9	53	5	-4	-6	10	-2
CCOC(=O)C1(N(CC)CC)Sc2cc(C)ccc2NC1=O (configuration not stated)	27	-0.16	0.9	74	7	23	-2	6	-10
COC(=O)c1c(-c2ccc(F)cc2)noc1N	2	-0.43	0.8	101	-8	-10	-1	-17	0
COc1ccc(N(C(=O)c2ccco2)S(=O)(=O)c2cccs2)cc1	-3	7.5*	0.9	56	5	-3	-2	5	-13
O=C(NCc1ccco1)c1cc(-c2ccccn2)nc2ccccc12	1	.	0.9	85	-8	-23	-2	7	1
Cc1ccc(NC(=O)CNS(=O)(=O)c2cccs2)cc1F	6	0.76	1	.	0	3	.	5	-4
Cc1cccc(OCCN2CSC(=S)N(C)C2)c1	-21	.	0.7	93	3	-19	2	.	-13
Nc1ncnc2c1ncn2CCN1CCOCC1	-8	-0.32	0.9	95	-3	6	2	-2	44
Cc1[nH]c2ccccc2c1C(=O)CSCC(=O)O	8	1.8	1	90	26	5	-3	-2	-13
CCOC(=O)Cn1c(=O)n(Cc2ccco2)c(=O)c2ccc(C(=O)NCCc3ccccc3)cc21	-5	-0.23	0.9	79	10	-11	-7	5	13
C=CCN1C(=O)/C(=N/n2cnnc2)c2ccccc21	10	0.11	0.9	87	6	0	.	0	10
Cn1c(-c2ccc3nc(N)sc3c2)nc2cc(N)ccc21	14	.	0.9	79	5	27	2	6	-3
CCOC(=O)C1=C(O)CSC1=Nc1ccc(Cl)cc1	2	1	0.9	115	-1	-23	-7	-13	1
O=C(CSc1nnc(CNC(=O)c2cccs2)o1)NCc1ccc(F)cc1	4	-0.28	0.9	132	-6	12	-5	0	-5
c1n[nH]c(SCCCCSc2ncn[nH]2)n1	-4	.	1.2	82	-5	11	-2	-8	-1
O=C(Oc1c(Cl)cc(Cl)c2cccnc12)N1CCCCC1	9	0.23	0.9	111	12	8	.	-7	-13
CC(C)CC(C(=O)O)C(C)CC(=O)Nc1ccn(-c2ccccc2)n1 (configuration not stated)	-8	-0.15	0.9	107	-10	-2	4	.	-12
Cc1ccccc1C1CC(c2ccc(F)cc2)Nc2nc(N)nn21 (configuration not stated)	.	.	0.9	97	6	.	.	13	-14
Cc1cccc(C(OC(=O)c2ccco2)C(=O)NCc2ccccc2)n1 (configuration not stated)	2	-0.51	0.9	97	-8	-9	2	10	-13
CCCCOc1ccc(/C(N)=N/O)cc1	4	0.58	0.9	83	5	4	2	8	10
CCOC(=O)c1c(C)n(C)c2ccc(OCC(O)CN3C(=O)c4ccccc4S3(=O)=O)cc12 (configuration not stated)	-7	-0.032	.	116	22	6	2	.	-4
CCOC(=O)C1CCCN(C(=O)CN2C(=O)COc3ccc(C(C)(C)C)cc32)C1 (configuration not stated)	19	1.6	1.1	120	28	0	-1	-19	-5
CC(C)(C)N(Cc1cc2ccccc2[nH]c1=O)C(=O)c1cccnc1	-13	-0.95	0.9	70	-16	-2	-4	-19	3
CCOc1ccccc1C1CC(c2ccc(Br)cc2)Nc2nc(N)nn21 (configuration not stated)	26	0.13	0.9	74	22	17	-3	-5	-1

Of the compounds above, 9 have an aryl methoxy group:
SMILES	RORa activator	D1 mod	TNAP act mid DEA	Her2 expr inh	DUSP1 inh	SF-1 act	Hsp90 inh	FXIIa mix inh	Cdc25B block
COc1ccc(OCc2nnc(SCC(N)=O)n2-c2ccccc2OC)cc1	0	-0.2	0.9	107	21	-5	-1	36	-2
COc1ccc(-c2nc(C#N)c(NCC3CCCO3)o2)cc1OC (configuration not stated)	53*	3.8*	1	103	23	19	-1	-21	6
COc1cc(-c2nnc(SCC(=O)c3ccc(C)cc3)o2)cc(OC)c1OC	-2	0.15	0.9	96	23	2	2	9	4
COc1cccc(C2CC(c3ccccc3Cl)n3nc(N)nc3N2)c1 (configuration not stated)	-13	.	1	70	-11	-1	0	.	-5
COc1ccc(-c2c(C)n([O-])c3c([n+]2=O)CCC3)cc1OC	-19	2.3*	1	123	6	4	-3	4	2
CCOc1ccc(C(=O)OCn2nnc3ccccc3c2=O)cc1OC	15	16*	0.9	117	31	-3	-3	-32	-2
COc1ccc(-c2nc(C#N)c(N3CCN(c4ccccc4)CC3)o2)cc1	5	1.2	0.9	94	-15	2	0	7	3
COc1cccc(-c2cc(C(=O)NCc3ccc(Cl)cc3)no2)c1	-9	0.21	0.9	86	6	2	-2	-21	-1
COc1ccc(N(C(=O)c2ccco2)S(=O)(=O)c2cccs2)cc1	-3	7.5*	0.9	56	5	-3	-2	5	-13
